Screens: PubChem BioAssay, Broad Institute
ERp5 inh: inhibitors of human ERp5 | Q15084 | ERp5 insulin aggregation, absorbance 650 nm, 90 min | inhibition, % at 9.99 µM | 350,000 compounds, 0.05% hits;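 active means mean replicate inhibition above about 25%, with every replicate also reaching it, limit read from the data, passing the limit was not always enough; inconclusive means only one of those two criteria met; inactive means neither criterion met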
Target sequence (Q15084 whole entry, looked up): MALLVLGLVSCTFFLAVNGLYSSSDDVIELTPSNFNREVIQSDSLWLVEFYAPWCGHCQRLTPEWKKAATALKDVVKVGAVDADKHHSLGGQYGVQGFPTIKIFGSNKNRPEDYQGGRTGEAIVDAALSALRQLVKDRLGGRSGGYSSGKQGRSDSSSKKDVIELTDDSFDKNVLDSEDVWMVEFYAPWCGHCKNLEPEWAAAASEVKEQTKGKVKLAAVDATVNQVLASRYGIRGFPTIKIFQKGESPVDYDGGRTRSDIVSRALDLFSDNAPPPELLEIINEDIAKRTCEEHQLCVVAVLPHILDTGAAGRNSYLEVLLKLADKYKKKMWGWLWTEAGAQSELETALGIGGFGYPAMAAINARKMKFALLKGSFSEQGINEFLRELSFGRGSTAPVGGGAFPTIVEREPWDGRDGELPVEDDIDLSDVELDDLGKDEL
GSIS activator: primary screen for activators of insulin secretion dependent on glucose, INS-1E cells, GLuc reporter luminescence; INS-1E GLuc reporter insulin secretion, 2-3 h; activation, % at 16.6 µM; 370,000 compounds, 0.61% hits; AID 743287;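 active means lowest replicate activation of at least 40%, so every replicate reaches that level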;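 further: 0% = median of neutral control wells and 100% = median of IBMX positive control wells; some compounds called inactive have numbers as strong as hits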
PAX8 inh HTS: lowers PAX8-driven luciferase in RMG-I cells; RMG-I TPO-luciferase reporter, SteadyGlo, 24 h; 360,000 compounds, 1.2% hits; AID 652154; inhibition, % at 12.6 µM;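 active means mean replicate inhibition at least 60% with every replicate also reaching 60%; inconclusive means only one of the two criteria is met; inactive means mean below 60% and not all replicates reaching 60%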;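 further: luciferase light reporting Pax8 driven TPO promoter activity; plate controls were median of neutral control wells for no effect and mitoxantrone controls for full effect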
EWS-Fli inh: EWS/Fli transcriptional activity inhibition; A673 NR0B1-luciferase reporter, viability-normalised; inhibition, % at 12.6 µM; 350,000 compounds, 0.67% hits; AID 651661;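 active means mean inhibition of at least 50% after viability correction, with every replicate also passing that limit; inconclusive means mean reaches 50% but only one of two replicates passes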;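 further: firefly luciferase signal divided by Alamar Blue viability fluorescence both relative to DMSO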
ARNT-TACC3 inh: disruptors of human ARNT/TACC3 interaction; AlphaScreen His-ARNT PAS-B/GST-TACC3 binding, luminescence; TACC3 fragment carries E629A point mutation; inhibition, % at 9.99 µM; 390,000 compounds, 0.66% hits;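 active means mean inhibition of replicates at least 50% and at least half of replicates each reaching 50%; inconclusive means half or more replicates reach 50% but mean below 50%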;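 further: 0% = complete ARNT plus TACC3 wells and 100% = ARNT alone without TACC3; many hits fall short of the cut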
Xi reactivation: X-chromosome reactivation activator; XiGFP mouse fibroblasts, % GFP-positive cells imaging, 3 d; cells co-treated with 5-aza-dC sensitizer; scaled so ellipticine positive control = 100%; activation, % at 7.58 µM; 360,000 compounds, 0.055% hits;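 active means mean normalized replicate activation at least 10% and every replicate at or above 10%; inconclusive means only one of the two criteria met; inactive means mean below 10% and not all replicates reach 10%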;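 further: 0% = median of on-plate neutral control wells and 100% = ellipticine 6 µM median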
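Material: XiGFP fibroblasts, SV40-immortalized; Buffer or medium: DMEM containing 5-aza-dC; Compound dosing: single point; Times: 3 days compound exposure.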
DENV2 CPE rescue: DENV2-induced cell death inhibition; AID 651640; DENV2-infected cells, cytopathic effect rescue, plate reader; 350,000 compounds, 1.7% hits; CPE inhibition, % at 9.99 µM; in the data active means CPE inhibition above about 20%, passing the limit was not always enough; inconclusive means no clear call, values can overlap the other calls; tested in BHK-21 cells;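 further: 0% = median of neutral control wells and 100% = median of positive control wells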
CFTR F508del cor: correctors of CFTR F508del function in bronchial epithelial cells | activity (quench increase), % at 7.58 µM | 350,000 compounds, 0.36% hits | CFBE cells, YFP halide quenching; stimulated with forskolin plus potentiator P3; % fluorescence drop versus neutral controls;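 active means mean added fluorescence quench of at least 8% versus neutral control, with both replicates also reaching 8%; inconclusive means only one of the mean or replicate conditions met; inactive means mean below 8% and not both replicates reaching 8%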;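 further: cells transiently co-express mutant CFTR-F508del with the halide-sensitive YFP; corrector assay measuring rescue of mutant channel to the surface after 24 h compound exposure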
Active calls of the source: *; ? = inconclusive; · = no result given.

SMILES	ERp5 inh	GSIS activator	PAX8 inh HTS	EWS-Fli inh	ARNT-TACC3 inh	Xi reactivation	DENV2 CPE rescue	CFTR F508del cor
C[C@@H]1CN([C@@H](C)CO)C(=O)c2cccc(NC(=O)Nc3ccc(F)cc3)c2O[C@@H]1CN(C)S(C)(=O)=O	1	-3	6	0	2	0.2	10	-3.3
C[C@H](CO)N1C[C@H](C)[C@@H](CN(C)C(=O)NC2CCCCC2)OCCCC[C@H](C)Oc2ccc(NC(=O)c3ccccc3)cc2C1=O	·	-22	-15	1	-9	0.3	-7	-1.7
O=C(C[C@@H]1CC[C@@H]2[C@H](COC[C@@H](O)CN2C(=O)c2ccccc2F)O1)N1CCN(c2ccccc2)CC1	-2	17	-12	0	4	0.0	3	-0.4
CC1CCCC(NC(=O)CCNC(=O)c2ccc(Br)cc2)C1C (stereo not drawn)	-3	4	-7	-8	-6	0.2	6	-1.7
CC1=CC(c2ccccc2)n2nnnc2N1 (stereo not drawn)	3	·	16	6	1	0.1	5	1.9
CC(C)(C)c1ccc(COC(=O)CN2C(=O)NC3(CCCC3)C2=O)cc1	-1	-59	-6	-3	-7	0.2	?	-1.7
C[C@@H]1CCCCO[C@@H](CN(C)C(=O)CCCN(C)C)[C@H](C)CN([C@@H](C)CO)C(=O)c2cc(NS(=O)(=O)c3ccccc3)ccc2O1	-1	16	9	-6	-9	0.3	-10	4.0
CCCc1nc(SCC(=O)N2CCc3ccccc3C2)c2ccccc2n1	-4	-68	·	17	30	·	1	0.9
COc1ccc(C/C(C)=N/NC(=S)Nc2ccc(Cl)cc2)cc1	13	9	-17	-12	8	0.4	16	-2.5
COc1ccc(-c2c(-c3cc(OC)cc(OC)c3)sc3ccc(OC)cc23)cc1	0	23	-4	1	1	-0.2	?	0.4
N#CC1=C(N)Oc2cc(N)ccc2C1c1cccc(Br)c1 (stereo not drawn)	2	·	64*	62*	-2	2.2	3	·
Cc1ccc(-c2nc3sc(C#N)c(N)n3c(=O)c2C#N)cc1	-10	1	11	-85	2	0.2	4	-1.1
O=C(NC1CCCC1)C(c1ccncc1)N(C(=O)c1csnn1)C1CCCC1 (stereo not drawn)	0	-1	4	0	-3	0.3	-2	-4.3
Cc1nc(SCC(=O)NCC2COc3ccccc3O2)c2c(C)c(C)sc2n1 (stereo not drawn)	1	7	7	1	24	0.2	1	-0.9
CCC(Oc1ccccc1)C(=O)Nc1ccc(C)c(S(=O)(=O)N2CCOCC2)c1 (stereo not drawn)	2	-14	-71	6	-1	0.2	3	1.1
O=C(c1c[nH]c(C(=O)C(Cl)(Cl)Cl)c1)c1c(F)cccc1F	2	-9	-10	-1	-5	0.0	5	·
COC(=O)C(NC(=O)c1ccccc1C(=O)O)c1ccc2ccccc2c1 (stereo not drawn)	5	16	0	-2	2	0.2	1	1.2
O=S(=O)(Nc1cccc(-c2ccc3nncn3n2)c1)c1cc(F)ccc1F	-4	24	17	0	-2	0.1	-4	3.4
O=C(NCc1ccccc1)[C@@H]1CCCN1C(=O)[C@H]1CCCN1C(=O)c1ccc(OC(F)(F)F)cc1	4	-30	25	-5	·	1.1	8	3.0
COc1ccc(NC(=O)Nc2ccc3c(c2)CC(=O)N([C@H](C)CO)C[C@H](C)[C@@H](CN(C)C(=O)NC2CCCCC2)O3)cc1	2	2	-5	-4	-2	-0.3	-1	-1.9
Cc1noc(C)c1NC(=O)N(C)C[C@H]1OCCCC[C@H](C)Oc2ccc(NS(=O)(=O)c3cn(C)cn3)cc2C(=O)N([C@@H](C)CO)C[C@H]1C	·	12	-4	-8	-2	-0.1	?	-1.7
O=C(c1cc(F)c(F)c(F)c1F)N1CCN(C(=O)C2CCCO2)CC1 (stereo not drawn)	2	·	7	6	-6	0.1	4	3.5
O=C(COC(=O)c1ccccc1)NC1CCCCCC1	4	-8	-2	-1	-5	-0.1	2	-0.9
Cc1ccc(CN2CC(C(=O)NCCC3=CCCCC3)CC2=O)cc1 (stereo not drawn)	1	-8	1	8	9	0.1	-1	1.4
Cc1[nH]c2ccccc2c1C(=O)Cn1c(=O)oc2ccccc21	1	3	·	-36	-9	·	·	0.7
(more compounds)
SMILES	ERp5 inh	GSIS activator	PAX8 inh HTS	EWS-Fli inh	ARNT-TACC3 inh	Xi reactivation	DENV2 CPE rescue	CFTR F508del cor
CCCn1c(C)cs/c1=N\C(=S)Nc1ccccc1	5	·	-20	2	-4	0.8	?	1.7
CC(C)C(=O)NC(=S)Nc1ccccc1N1CCN(C(=O)c2ccc(Cl)cc2)CC1	2	4	-10	7	-4	-0.4	0	1.8
Cc1ccc(S(=O)(=O)Cc2ccc(C(=O)N3CCC(C)CC3)cc2)cc1	-15	-18	12	·	-5	2.1	-5	-0.3
N#Cc1ccc(C(=O)CN2CCN(c3ccccc3)CC2)cc1	-1	-3	20	-1	5	0.2	?	-3.0
CCN(CC)C(=O)Cn1c(C)c(/C=C/c2cc[n+](C)cc2)c2ccccc21	1	·	23	4	3	0.2	0	·
CC(Oc1cc(F)ccc1[N+](=O)[O-])C(=O)Nc1ccc(S(=O)(=O)N2CCCC2)cc1 (stereo not drawn)	0	-4	49	8	1	-0.2	18	-1.6
O=C(NC1CCN(S(=O)(=O)c2ccccc2F)CC1)c1ccco1	4	15	-9	-3	-4	0.1	-1	0.9
C#Cc1ccc([C@H]2C=C(C(=O)N3CCCCCCC3)O[C@@H](OCC)[C@@H]2CCCO)cc1	6	·	12	14	·	·	-6	2.5
COc1ccc(C#Cc2ccc3c(c2)O[C@H](CN(C)C)[C@H](C)CN([C@H](C)CO)S3(=O)=O)cc1	8	-3	·	12	9	-0.5	-7	-1.6
C[C@@H]1CN([C@@H](C)CO)S(=O)(=O)c2ccc(C#CCN(C)C)cc2O[C@@H]1CN(C)C(=O)c1ccccc1F	1	12	6	13	1	-0.6	3	·
O=C1CCC(=O)N(c2ccccc2)N1	0	1	13	5	2	-0.1	-1	-1.6
Cc1cc(C)n2[nH]c(=O)c(N=Nc3ccc(S(N)(=O)=O)cc3)c2n1	-1	-6	7	-7	5	0.0	7	-3.2
COc1cccc(-n2cc(CNCc3c(C(=O)N(C)C)nc4ccc(Cl)cn34)cn2)c1	1	-12	18	-1	1	0.0	-4	2.9
COc1ccc2c(c1)c(C(=O)N/N=C/c1cccc(O)c1)c(C)n2C	2	-12	38	-15	-3	0.0	20	-0.8
Cc1c(C(=O)OCC(=O)Nc2ccc(S(N)(=O)=O)cc2)oc2c1ccc1ccccc12	1	4	-2	7	-4	0.1	·	3.1
CO[C@H]1CN(C)C(=O)c2ccc(NC(=O)c3cc(C)on3)cc2OC[C@H](C)N(C(C)=O)C[C@@H]1C	5	3	4	·	·	0.2	12	-3.9
COc1ccc(S(=O)(=O)Nc2ccc3c(c2)CC(=O)N([C@@H](C)CO)C[C@H](C)[C@@H](CN(C)S(=O)(=O)c2ccc(C)cc2)O3)cc1	-8	6	-29	9	-8	0.2	0	-2.6
CCCCOc1ccc(CSc2nc(C)[nH]c2[N+](=O)[O-])cc1[N+](=O)[O-]	-2	-4	19	2	·	0.0	-7	1.5
Cc1nc([N+](=O)[O-])c(SCC(O)CCl)n1Cc1ccc(Cl)cc1 (stereo not drawn)	-1	14	14	11	-2	0.0	-10	3.7
O=C(Nc1ccccc1N1CCCC1)c1ccc(Cl)c(S(=O)(=O)N2CCOCC2)c1	-4	-5	15	4	8	-0.3	7	2.0
CC1=C(C(=O)Nc2ccccc2C(=O)NC2CCCCC2)SCCO1	1	22	-5	-23	-4	0.2	-5	-2.1
COc1cc2nc(Nc3ccc(C)c(C)c3)nc(N)c2cc1OC	0	22	-5	-3	50*	0.2	-1	1.6
COc1ccc(S(=O)(=O)Nc2ccc3c(c2)C(=O)N([C@H](C)CO)C[C@H](C)[C@H](CN(C)Cc2ccc(C(F)(F)F)cc2)OCCCC[C@@H](C)O3)cc1	2	-5	47	1	-1	0.2	-4	4.3
COCC(C)N1CCC(n2nccc2NC(=O)CCCc2ccccc2)CC1 (stereo not drawn)	0	0	0	·	-2	0.1	0	-2.5
C=CCC12C[C@@]3(O[C@H](c4ccc(C(F)(F)F)cc4)N=C3C[C@H](c3ccc(OC)cc3)[C@H]1C)N(Cc1ccc3c(c1)OCO3)C2=O	3	·	11	17	·	-0.1	?	-4.0
Further entries
SMILES	ERp5 inh	GSIS activator	PAX8 inh HTS	EWS-Fli inh	ARNT-TACC3 inh	Xi reactivation	DENV2 CPE rescue	CFTR F508del cor
Nc1c(N(CCC2=CCCCC2)C(=O)COc2ccc(F)cc2Cl)c(=O)[nH]c(=O)n1Cc1ccccc1	-8	-45	9	58*	4	-0.6	-1	-3.2
O=C(NCc1ccc(Cl)cc1)N1CCN(S(=O)(=O)c2ccccc2)CC1	2	-13	-2	0	-3	0.3	1	-1.6
O=C(Oc1cccc(-n2cnnn2)c1)c1ccccc1Cl	5	14	7	8	-14	0.0	5	4.7
Cc1cccc(C)c1NC(=O)CNC(=O)C12CC3CC(CC(O)(C3)C1)C2	2	24	-4	-2	·	0.0	?	2.7
COc1cc2[nH]c(=S)nc(NCCC(C)C)c2cc1OC	-7	-1	0	6	64*	0.2	3	0.3
C=CC[C@@]1(C(=O)OC)N=C(c2ccc(OCCCO)cc2)O[C@@H]1c1ccccc1CN=[N+]=[N-]	-6	·	0	3	-10	·	0	2.3
CC1Cc2ccccc2N1CC(=O)Nc1ccc(S(N)(=O)=O)cc1 (stereo not drawn)	-2	5	-7	4	2	0.0	-4	2.7
CC1=[N+]([O-])C(C)(C)C(c2ccc(Br)cc2)=[N+]1[O-]	·	2	-14	·	-6	0.0	·	·
CC(=O)N1CCCN(Cc2cn(-c3cc(C)ccc3C)nc2-c2ccccc2)CC1	0	3	4	10	-3	-0.1	-3	-1.4
CN(C)CC(=O)N1[C@@H](CO)[C@@H](c2ccccc2)C12CN(C(=O)c1ccccc1)C2	0	8	·	-2	·	0.0	11	-2.1
C[C@@H]1CN([C@@H](C)CO)C(=O)c2cc(NC(=O)C3CC3)ccc2O[C@H]1CN(C)S(=O)(=O)c1cn(C)cn1	0	8	·	-4	-7	0.0	-5	-2.5
CC1CC(C)CN(C(=O)c2ccc3nc[nH]c3c2)C1 (stereo not drawn)	1	7	-7	·	-3	0.0	-1	-1.8
Cc1ccc(S(=O)(=O)NC(=O)C2(C)CCN2C(=O)c2ccccc2CCc2ccccc2)cc1 (stereo not drawn)	-3	38	-6	-7	·	0.1	-9	-5.1
CCOC(=O)C1CCN(C(=O)c2ccccc2)C(CC)C1=O (stereo not drawn)	1	36	0	8	11	0.1	-4	4.3
O=C(Cn1ncc(N2CCCC2)c(Cl)c1=O)c1ccc(Cl)cc1	-12	14	-87	-6	·	0.6	-6	-0.4
O=C(c1ccc(Br)c(S(=O)(=O)N2CCCCC2)c1)N1CCCCC1	12	-11	-5	3	-10	-0.1	4	-0.3
Cc1nn(CC(=O)NCCc2ccco2)c(=O)c2nn(-c3ccccc3)c(C)c12	-2	-2	3	·	-1	0.2	4	-0.6

Some of these compounds in order of the ERp5 inh value, rising:
| mol | ERp5 inh | GSIS activator | ARNT-TACC3 inh | CFTR F508del cor |
| --- | --- | --- | --- | --- |
| CC1CCCC(NC(=O)CCNC(=O)c2ccc(Br)cc2)C1C (stereo not drawn) | -3 | 4 | -6 | -1.7 |
| COc1cc2nc(Nc3ccc(C)c(C)c3)nc(N)c2cc1OC | 0 | 22 | 50* | 1.6 |
| COc1ccc(NC(=O)Nc2ccc3c(c2)CC(=O)N([C@H](C)CO)C[C@H](C)[C@@H](CN(C)C(=O)NC2CCCCC2)O3)cc1 | 2 | 2 | -2 | -1.9 |
